Screening results: PubChem BioAssay, National Center for Advancing Translational Sciences (NCATS)
EPAC1 antag – qHTS for Antagonist of cAMP-regulated guanine nucleotide exchange factor 3 (EPAC1): primary screen; Rap guanine nucleotide exchange factor 3 (Homo sapiens), O95398; actives 0.14% (n = 360,000); Potency, µM (doses to about 115 µM), inactives show at the top dose activity change, negative = inhibition, usual class: inhibitors; EPAC1 GEF assay, Rap1b-BODIPY-GDP exchange fluorescence;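 also: potency is read from the fitted curve at half-maximal effect; plate controls were vehicle for no effect and positive control for full effect; nearly all actives have a fitted effect of over 50% in size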
WRN helicase inh – qHTS for Inhibitors of WRN Helicase. Potency, µM (titrated, usually from 114 µM), for inactives: at the highest dose activity change, negative = inhibition, actives largely listed as inhibitors. actives 0.46% (n = 360,000). WRN helicase unwinding, fluorescent forked duplex, kinetic. AID 651768, 2012; also: potency is read from the fitted curve at half-maximal effect; % is scaled to controls: 0 for no effect and ±100 for the full control effect; nearly all actives have a fitted effect of over 55% in size
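Enzyme (20 nM final) and test compound sit together 15 min at room temperature before substrate addition. Substrate is a single-forked duplex oligonucleotide (100 nM) labelled with fluorophore and quencher, with 2 mM ATP; helicase unwinding raises red fluorescence, read kinetically.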
FUS yeast rescue – qHTS for Suppressors of FUS Proteinopathy: Primary screen using FUS-linked yeast assay | Potency, µM (series often up to 76.6 µM), for the others: top-dose growth rescue (activation), actives largely listed as activators | actives 0.24% (n = 390,000) | AID 1347120, 2019 | S. cerevisiae FUS-expressing, growth rescue, OD600, 24 h;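 also: potency is read from the fitted curve at half-maximal effect; plate controls were DMSO vehicle for no effect and reference control for full effect; nearly all actives have a fitted effect of over 55% in size; some results filed as inactive show a strong effect at the top dose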
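Toxicity suppression screen in FUS-yeast. Cells induced with 2% galactose, starting OD 0.005, treated 24hr at 30C with compounds at multiple final concentrations; growth by OD600.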
PLK1 PBD block – qHTS for Inhibitors of PLK1-PDB (polo-like kinase 1 - polo-box domain): Primary Screen. Potency, µM, for the others: max response, negative = inhibition, usual class: inhibitors. actives 2.8% (n = 360,000). Serine/threonine-protein kinase PLK1 (Homo sapiens), P53350. Plk1 PBD binding of FITC phosphopeptide, fluorescence polarization; also: potency is read from the fitted curve at half-maximal effect; series mostly up to about 57 µM; % is scaled to controls: 0 for no effect and ±100 for the full control effect; nearly all actives have a fitted effect of over 65% in size
Target sequence (P53350 whole entry, looked up, the tested form may be a part): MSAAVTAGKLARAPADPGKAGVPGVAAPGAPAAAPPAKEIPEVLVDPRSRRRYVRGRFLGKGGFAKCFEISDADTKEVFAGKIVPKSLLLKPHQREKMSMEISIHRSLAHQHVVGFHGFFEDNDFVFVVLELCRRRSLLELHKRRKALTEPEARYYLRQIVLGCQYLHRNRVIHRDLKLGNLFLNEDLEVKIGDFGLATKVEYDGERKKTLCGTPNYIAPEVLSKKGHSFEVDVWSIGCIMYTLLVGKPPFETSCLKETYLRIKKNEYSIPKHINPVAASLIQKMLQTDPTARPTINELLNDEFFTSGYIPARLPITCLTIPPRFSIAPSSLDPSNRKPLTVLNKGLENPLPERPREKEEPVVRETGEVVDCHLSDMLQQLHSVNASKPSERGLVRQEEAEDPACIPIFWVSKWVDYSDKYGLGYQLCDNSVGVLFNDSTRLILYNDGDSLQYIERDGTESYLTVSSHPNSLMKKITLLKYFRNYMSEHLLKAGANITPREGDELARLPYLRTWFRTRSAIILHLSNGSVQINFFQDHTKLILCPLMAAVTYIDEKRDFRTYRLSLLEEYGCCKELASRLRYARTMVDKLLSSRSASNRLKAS
IL2 activator – qHTS of IL-2 Activators; IL-2 activation reporter assay, cell-based qHTS; stimulated with anti-CD3/CD4/CD28 beads; in transgenic mouse T cells; activation, % (series mostly up to about 46 µM); actives 0.065% (n = 360,000); in the data active = activation above about 50%; inconclusive = mostly about 30% to 49%; also: 0% is about no effect
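First, unstimulated transgenic mouse T cells were exposed to compound for 60 min. Next, anti-CD3/anti-CD4-coated beads with anti-CD28 were added. Finally, after 18 h at 37 degrees C, EGFP and DsRed were imaged.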
PI5P4Ka inh – qHTS for Inhibitors of phosphatidylinositol 5-phosphate 4-kinase (PI5P4K) | actives 1.2% (n = 330,000) | max response, % | PI5P4Kalpha enzyme, ADP-Glo luminescence, 60 min; hits give low values | AID 652105, 2013; active = max response of -50% or lower; inconclusive = between -30% and -50%; inactive = -30% or higher; also: value at the top dose of about 77 µM; % is scaled to controls: 0 for no effect and ±100 for the full control effect
Target sequence (P48426 whole entry, looked up): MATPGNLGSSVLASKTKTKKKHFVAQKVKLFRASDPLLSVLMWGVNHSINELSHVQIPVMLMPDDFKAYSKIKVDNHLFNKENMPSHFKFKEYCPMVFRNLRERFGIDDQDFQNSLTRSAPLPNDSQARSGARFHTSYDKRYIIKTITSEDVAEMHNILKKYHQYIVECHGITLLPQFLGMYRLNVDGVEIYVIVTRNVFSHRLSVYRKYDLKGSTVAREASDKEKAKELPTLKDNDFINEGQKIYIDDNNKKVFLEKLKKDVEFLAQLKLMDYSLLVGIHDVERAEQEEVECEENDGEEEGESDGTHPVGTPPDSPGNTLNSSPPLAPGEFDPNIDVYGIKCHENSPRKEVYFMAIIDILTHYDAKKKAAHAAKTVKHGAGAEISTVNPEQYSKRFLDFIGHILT
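Human PI5P4Kalpha with substrate in 0.038 M HEPES pH 7.4, 0.28 mM EGTA, 0.1% CHAPS, 5% DMSO; reaction started with 5 microM ATP (final), 60 min at room temperature. ADP formed read by ADP-Glo luminescence.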
aSyn yeast inh – qHTS of alpha-syn Inhibitors; Yeast expressing alpha-synuclein, growth rescue, BacTiter-Glo, 24 h; Potency, µM (doses to about 46.1 µM), inactives show at the top dose growth rescue (activation), hits mostly activators; actives 0.14% (n = 370,000); AID 652106, 2013; also: potency is read from the fitted curve at half-maximal effect; % of control where 0% means no effect; nearly all actives have a fitted effect of over 65% in size
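Screening used galactose-induced yeast with toxic alpha-synuclein levels, exposed to compound for 24 hr at 30 deg C. Cell growth, read with BacTiter-Glo luminescence, gave the measured signal.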
EPAC1 ag – qHTS for Agonist of cAMP-regulated guanine nucleotide exchange factor 3 (EPAC1): primary screen; Rap guanine nucleotide exchange factor 3 (Homo sapiens), O95398; actives 0.073% (n = 360,000); EPAC1 agonist qHTS, biochemical assay; response scale: 100% = response to 6.5 mM cAMP; Potency, µM (highest dose often 154 µM), without a hit: at the top dose activation, most hits filed as activators; also: potency is read from the fitted curve at half-maximal effect; nearly all actives have a fitted effect of over 60% in size
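Normalized to 6.5 mM cAMP, activity reflects EPAC1-catalysed release of BODIPY-GDP from Rap1B, followed kinetically over 30 min at 480 nm excitation, 540 nm emission. Reaction contained 100 nM EPAC1, 250 nM Rap1B-BODIPY-GDP, 50 uM GDP.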
Abeta yeast res – qHTS for compounds that reverse cellular toxicity of Amyloid beta (A-beta) peptide in yeast: Primary Screen. yeast expressing A-beta42, growth rescue, OD600, 48 h; response scale: 0% DMSO, 100% iron-clioquinol control. Potency, µM (series often up to 46.1 µM), inactives show at the top dose growth rescue, usual class: activators. actives 0.063% (n = 410,000); also: potency is read from the fitted curve at half-maximal effect; nearly all actives have a fitted effect of over 55% in size
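Yeast growth medium received pinned compounds, then yeast cells expressing toxic A-beta were added; plates incubated at 30 C for 48 hr. Growth read as absorbance at 600 nm, normalized to DMSO and equimolar FeCl3 plus clioquinol controls.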
Active calls of the source: *; ? = inconclusive; nt = no result given; & = joins results of further samples; [ ] = remark or other dose. Unless noted, calls follow the shape of the dose curve; as a rule, active = well fitted curve in the direction sought with a large enough effect; inconclusive = small, poorly fitted or top-dose-only effect, or another doubt; inactive = no such curve, though single readings can be large; an effect the other way counts as inactive or inconclusive.

Values in the order: EPAC1 antag, WRN helicase inh, FUS yeast rescue, PLK1 PBD block, IL2 activator, PI5P4Ka inh, aSyn yeast inh, EPAC1 ag, Abeta yeast res
[1] CCOc1ccc(C2C(C(=O)Nc3ccc(F)cc3)=C(C)Nc3nc(CCCO)nn32)cc1 (stereo not drawn)
 : -2%, -1%, -2%, -3%, -0.6, -1, -4%, -2%, 1%
[2] O=C1C2C3C=CC(CC3)C2C(=O)N1c1ccc2c(c1)OCO2 (stereo not drawn)
 : -18%, 6%, 26%, -9%, -0.6, 1, -1%, -3%, 7%
[3] O=C(NC1CCCCCC1)c1c(F)c(F)c(F)c(F)c1F
 : 4%, -3%, -14%, 3%, -2.6, 4, 2%, -8%, 6%
[4] O=S(=O)(Nc1nc2ccccc2nc1N1CCN(c2ccccc2F)CC1)c1ccc(Cl)cc1
 : 12%, -3%, 6%, ?, -2.2, 20, nt, 9%, 15%
[5] COC(=O)C1=C(C)N(Cc2ccccc2)C(=NCCCCO)N[C@H]1c1ccccc1
 : -4%, 3%, 4%, 7%, -0.4, 0, -4%, 1%, -1%
[6] COc1cccc(NC(=O)CN(C)C(=O)c2cc(CN3C(=O)c4ccccc4C3=O)ccc2OC)c1
 : 8%, 5%, 32%, 4%, 1.5, -12, 1%, 4%, -10%
[7] COc1ccc(OC)c(NC(=O)CNC(c2ccccc2)c2ccccc2)c1
 : -4%, -7%, -22%, 4%, -2.6, 4, 12%, 2%, 12%
[8] O=C1N(CC(=O)N2CCc3ccccc32)CCN1Cc1ccccc1Cl
 : 4%, 4%, -19%, 3%, -0.1, -2, 2%, 3%, ?
[9] COc1cccc(CNC(=O)CC2C(=O)NCCN2Cc2ccoc2)c1OC (stereo not drawn)
 : -1%, -12%, 15%, -11%, -0.1, 2, -1%, 1%, 2%
[10] COc1ccc(Nc2nc(NCCN3CCOCC3)nc(Nc3ccc(OC)cc3)n2)cc1
 : -15%, -14%, 7%, 4%, -3.0, 2, -3%&4%, -2%, -12%
[11] CC(C)CCNC(=O)c1cc([N+](=O)[O-])ccc1N1CCOCC1
 : -13%, -31%[57.1 µM], 4%, -11%, -2.5, -9, -2%, -8%, 14%
[12] CCCOCC1CC2(SC(=Nc3ccc(C)cc3)NC2=O)C(=O)O1 (stereo not drawn)
 : 9%, 2%, 4%, 27µM*, 1.3, 8, -8%, -4%, 8%
[13] Cc1cc(C)c2cc(C=O)c(Cl)nc2c1
 : 1%, -14%, nt, -2%, -3.6, -5, -25%, -3%, -45%[inhibitor]
[14] COc1ccc2c(C)cc(SCC(=O)Nc3nsc(-c4ccc(C)cc4)n3)nc2c1
 : 2%, 5%, -13%, -2%, -0.1, -2, 1%, -2%, -11%
[15] CCO[C@@H]1OC(C(=O)Nc2ccccc2)=C[C@H](c2ccc3c(c2)OCO3)[C@H]1CCCO
 : -9%, 2%, 33%, 6%, 0.5, 1, 1%, -8%, 4%

Numbers 1 to 4, quoted:
Values in the order: EPAC1 antag, WRN helicase inh, FUS yeast rescue, PLK1 PBD block, IL2 activator, PI5P4Ka inh, aSyn yeast inh, EPAC1 ag, Abeta yeast res
[1] CCOc1ccc(C2C(C(=O)Nc3ccc(F)cc3)=C(C)Nc3nc(CCCO)nn32)cc1 (stereo not drawn)
 : -2%, -1%, -2%, -3%, -0.6, -1, -4%, -2%, 1%
[2] O=C1C2C3C=CC(CC3)C2C(=O)N1c1ccc2c(c1)OCO2 (stereo not drawn)
 : -18%, 6%, 26%, -9%, -0.6, 1, -1%, -3%, 7%
[3] O=C(NC1CCCCCC1)c1c(F)c(F)c(F)c(F)c1F
 : 4%, -3%, -14%, 3%, -2.6, 4, 2%, -8%, 6%
[4] O=S(=O)(Nc1nc2ccccc2nc1N1CCN(c2ccccc2F)CC1)c1ccc(Cl)cc1
 : 12%, -3%, 6%, ?, -2.2, 20, nt, 9%, 15%

Going on with the list:
Values in the order: EPAC1 antag, WRN helicase inh, FUS yeast rescue, PLK1 PBD block, IL2 activator, PI5P4Ka inh, aSyn yeast inh, EPAC1 ag, Abeta yeast res
[16] Nc1c(N(CCCO)C(=O)CCCN2C(=O)c3cccc4cccc(c34)C2=O)c(=O)[nH]c(=O)n1Cc1ccccc1
 : 1%, -4%, nt, -4%, 0.0, -8, -3%, -10%, -11%
[17] O=C(O)c1ccccc1-c1ccccc1C(=O)Nc1cccc(O)c1
 : -4%, -3%, 9%, ?, -1.1, -10, 1%, 7%, -9%
[18] O=C(COC(=O)c1nn(CCO)c(=O)c2ccccc12)Nc1ccc(Cl)c(Cl)c1
 : -14%, 9%, ?, -12%, 1.7, -3, 19%, 19%, 1%
[19] N#Cc1nc(-c2ccco2)oc1N1CCc2ccccc2C1
 : -2%, -30%, 14%, -5%, 2.1, nt, 9%, 20%, 1%
[20] Cc1cc(NC(=O)CN2CCC(n3nnc4cc(C(F)(F)F)ccc43)CC2)no1
 : 3%, 0%[57.1 µM], -4%, -6%, -2.1, nt, 1%, -5%, -4%
[21] CCN(CC(=O)Nc1cc(Cl)ccc1C)c1ncnc2sc(C)c(C)c12
 : -10%, -14%, 25%, -2%, -3.8, 1, 12%, 3%, -17%
[22] Cc1ccc(C(=O)N2CCN(c3ccc4c(c3)C3CC4CCN3C(=O)OCc3ccccc3)CC2)cc1 (stereo not drawn)
 : 7%, -6%, ?, 3%, -0.3, 8, 29%, -2%, 10%
[23] CC(NC(=O)c1cccc(S(=O)(=O)N2CCN(Cc3ccccc3)CC2)c1)c1ccc(Br)cc1 (stereo not drawn)
 : -16%, -24%, 17%, -2%, -3.2, -5, 0%, 1%, ?
[24] CCN(c1ccccc1)S(=O)(=O)c1ccc(C(=O)NCc2ccccn2)cc1
 : -3%, -29%, 6%, -8%, 3.4, 1, 12%, 1%, -11%
[25] COc1ccc(S(=O)(=O)N(C)c2ccc(C(=O)NCc3ccncc3)cc2)cc1
 : 7%, -25%, 32%, -6%, 0.5, -1, -6%, 1%, 5%
[26] CN1CCN(C(=O)CN(C2CCCCC2)S(=O)(=O)c2ccccc2)CC1
 : -2%, 3%, -9%, -4%, 1.3, -6, 0%, -3%, 8%
[27] COc1ccc(N2C(=O)CC(Nc3cccc([N+](=O)[O-])c3)C2=O)cc1 (stereo not drawn)
 : -8%, 2%, -3%, 2%, 0.2, 2, 0%, -1%, 7%
[28] O=C(O)CCC(=O)NNC(=O)CCCOc1ccc(Cl)cc1Cl
 : -12%, 5%, -6%, ?, -0.8, 0, 0%, -7%, -3%
[29] Cc1cccc(C)c1OCCSc1n[nH]c(N)n1
 : -6%, 7%, -3%, -4%, 0.2, 3, -5%, 2%, 10%
[30] CN(C)S(=O)(=O)c1cccc(-c2nnc3n2CCCCC3)c1
 : -16%, 7%, -27%, -10%, 0.2, 0, -2%, 8%, 7%

Profiles from above. Values in the order: EPAC1 antag, WRN helicase inh, FUS yeast rescue, PLK1 PBD block, IL2 activator, PI5P4Ka inh, aSyn yeast inh, EPAC1 ag, Abeta yeast res
Shown for O=C(O)CCC(=O)NNC(=O)CCCOc1ccc(Cl)cc1Cl = -12%, 5%, -6%, ?, -0.8, 0, 0%, -7%, -3%
Shown for COc1ccc(N2C(=O)CC(Nc3cccc([N+](=O)[O-])c3)C2=O)cc1 (stereo not drawn) = -8%, 2%, -3%, 2%, 0.2, 2, 0%, -1%, 7%
Shown for CCN(CC(=O)Nc1cc(Cl)ccc1C)c1ncnc2sc(C)c(C)c12 = -10%, -14%, 25%, -2%, -3.8, 1, 12%, 3%, -17%
Shown for Cc1ccc(C(=O)N2CCN(c3ccc4c(c3)C3CC4CCN3C(=O)OCc3ccccc3)CC2)cc1 (stereo not drawn) = 7%, -6%, ?, 3%, -0.3, 8, 29%, -2%, 10%

Carrying on:
Values in the order: EPAC1 antag, WRN helicase inh, FUS yeast rescue, PLK1 PBD block, IL2 activator, PI5P4Ka inh, aSyn yeast inh, EPAC1 ag, Abeta yeast res
[31] O=C(O)CCCCCCCCc1cn(CCc2c[nH]c3ccccc23)nn1
 : -11%, -10%, 13%, -11%, 0.1, -19, -10%, -7%, -28%
[32] COc1cc(NC(=O)c2nccnc2C(=O)O)cc(OC)c1
 : 2%, -2%, 17%, -3%, 0.9, 2, -3%, 3%, -18%
[33] CCOC(=O)c1c2c(n(C)c1C)C(=O)C(=O)c1ccc(Br)cc1-2
 : 12%, 6%, -33%, -11%, 0.4, 10, 3%, 2%, -19%
[34] Cc1cccc(NC(=O)CN2C(=O)C(C)Oc3ccccc32)n1 (stereo not drawn)
 : -6%, -4%, -48%, 6%, 1.7, 0, 6%, -10%, 5%
[35] CN(C)c1oc(/C=C/c2cccs2)nc1S(=O)(=O)c1ccccc1
 : -15%, -7%, 25%, ?, -3.5, 3, ?, -7%, -8%
[36] CC(=O)c1cccc(CN2CCN(CC=C(C)C)C(CCO)C2)c1 (stereo not drawn)
 : 0%, 2%, 12%, -5%, 6.1, 7, 3%, 8%, -8%
[37] OC(CNCc1ccccc1Cl)COc1ccc(F)cc1 (stereo not drawn)
 : 1%, -3%, 1%, -12%, 0.0, 18, 2%, 9%, -3%
[38] COc1ccc(C(=O)N2CCCCC2c2cc(C(=O)NCc3cccnc3)no2)cc1 (stereo not drawn)
 : 4%, -4%, -28%, -2%, -0.1, -4, -8%, 8%, 11%
[39] N#Cc1cc(C#N)c(SCC(=O)NCC2CCCO2)nc1N (stereo not drawn)
 : 4%, -8%[57.1 µM], -35%, -6%, -1.0, 3, 3%, 15%, 0%
[40] COc1ccc(OCC(=O)NNc2nc3ccccc3s2)cc1
 : 11%, 2%, -2%, -10%, 1.6, 6, 1%, 16%, 26%
